# Compound activity as filed in PubChem.
# APOBEC3A inh = APOBEC3A ssDNA deaminase inhibitors, primary screen, selectivity assay for APOBEC3G inhibitor project, biochemical, FAM/TAMRA oligo cleavage fluorescence; DNA dC->dU-editing enzyme APOBEC-3A (Homo sapiens), P31941; recombinant A3A, FAM/TAMRA ssDNA deamination fluorescence; inhibition, % at 20 µM; 330,000 tested, 0.41% active;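 active = at least 40% inhibition at 20 µM here, with at most 30% in a related deaminase screen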;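 also: plate controls were A3A with DMSO for no effect and wells lacking A3A enzyme for full effect; some results filed as inactive read as strong as hits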
# Target sequence (P31941 whole entry, looked up): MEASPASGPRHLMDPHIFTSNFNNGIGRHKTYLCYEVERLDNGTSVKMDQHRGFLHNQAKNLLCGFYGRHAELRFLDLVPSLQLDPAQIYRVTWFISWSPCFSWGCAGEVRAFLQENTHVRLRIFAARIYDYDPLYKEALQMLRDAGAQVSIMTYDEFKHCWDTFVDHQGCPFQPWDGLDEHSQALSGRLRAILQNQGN
# hIAP block = human IAP inhibitors, primary screen, biochemical, luminescence, uHTS. purified IAP, CDP-Star luminescence, 30 min. Intestinal-type alkaline phosphatase (Homo sapiens), P09923. AID 2544, 2010. inhibition, % at 10 µM. 330,000 tested, 0.12% active;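 active = inhibition reaching a set limit with compound at 10 µM in the primary screen, cut at about 35% in these data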;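 also: plate controls were DMSO wells with enzyme for no effect and no-enzyme buffer wells for full effect; values of inactives mirror those of a sister screen read the other way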
# ATG4B inh = ATG4B protease inhibitors, primary screen, biochemical, fluorescence, uHTS. 340,000 tested, 0.51% active. ATG4B cleavage of LC3-PLA2, NBD-HPC fluorescence, 1 h. inhibition, % at 8.33 µM. AID 504462, 2011. Cysteine protease ATG4B (Homo sapiens), Q9Y4P1; in the data active = inhibition above about 40%
# mIAP activ = activators of mouse IAP, primary screen, biochemical, luminescence, uHTS | muIAP, CDP-Star luminescence, 30 min; hits give high values; 1 = vehicle-only enzyme signal, 0 = enzyme-free wells | activation factor at 10 µM | 330,000 tested, 0.24% active | intestinal alkaline phosphatase [Mus musculus] | AID 2805, 2010;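 active = activation factor of at least 2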; also: the source names both 10 and 20 µM as test concentration; values of inactives mirror those of a sister screen read the other way
#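 Assay system: mouse IAP enzyme; reagent: chemiluminescent substrate CDP-Star; dosing: test compounds delivered from DMSO solution; schedule: 30 min at room temperature; measured by: luminescence from enzymatic CDP-Star hydrolysis; controls: DMSO-only wells and no-enzyme negative control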
# mIAP block = inhibitors of mouse IAP, primary screen, biochemical, luminescence, uHTS; intestinal alkaline phosphatase [Mus musculus]; purified mouse IAP, CDP-Star luminescence, 30 min; inhibition, % at 10 µM; 330,000 tested, 0.2% active;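 active = inhibition of at least 40% at 10 µM in the primary screen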;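 also: plate controls were DMSO with enzyme for no effect and no enzyme wells for full effect; values of inactives mirror those of a sister screen read the other way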
# PfG6PD inh = PfG6PD enzyme inhibitors, primary screen, biochemical, fluorescence intensity, uHTS. glucose-6-phosphate dehydrogenase-6-phosphogluconolactonase (Plasmodium falciparum 3D7). PfGluPho enzyme, NADPH resazurin-diaphorase fluorescence. inhibition, % at 20 µM. 350,000 tested, 0.78% active. AID 504690, 2011;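 active = inhibition reaching at least a set limit at 20 µM in the primary screen, cut at about 59% in these data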;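 also: 0% = DMSO wells with substrate and 100% = DMSO wells lacking glucose-6-phosphate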
# HKDC1 inh = HKDC1 hexokinase inhibitors, primary screen, biochemical, fluorescence, uHTS | Q2TB90 | 340,000 tested, 0.16% active | recombinant HKDC1, G6PDH/diaphorase resazurin coupled fluorescence | AID 493160, 2011 | inhibition, % at 20 µM;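 active = inhibition above about 35% when tested at 20 µM, limit read from the data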;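 also: plate controls were DMSO wells with enzyme for no effect and DMSO wells lacking enzyme for full effect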
# Target sequence (Q2TB90 whole entry, looked up): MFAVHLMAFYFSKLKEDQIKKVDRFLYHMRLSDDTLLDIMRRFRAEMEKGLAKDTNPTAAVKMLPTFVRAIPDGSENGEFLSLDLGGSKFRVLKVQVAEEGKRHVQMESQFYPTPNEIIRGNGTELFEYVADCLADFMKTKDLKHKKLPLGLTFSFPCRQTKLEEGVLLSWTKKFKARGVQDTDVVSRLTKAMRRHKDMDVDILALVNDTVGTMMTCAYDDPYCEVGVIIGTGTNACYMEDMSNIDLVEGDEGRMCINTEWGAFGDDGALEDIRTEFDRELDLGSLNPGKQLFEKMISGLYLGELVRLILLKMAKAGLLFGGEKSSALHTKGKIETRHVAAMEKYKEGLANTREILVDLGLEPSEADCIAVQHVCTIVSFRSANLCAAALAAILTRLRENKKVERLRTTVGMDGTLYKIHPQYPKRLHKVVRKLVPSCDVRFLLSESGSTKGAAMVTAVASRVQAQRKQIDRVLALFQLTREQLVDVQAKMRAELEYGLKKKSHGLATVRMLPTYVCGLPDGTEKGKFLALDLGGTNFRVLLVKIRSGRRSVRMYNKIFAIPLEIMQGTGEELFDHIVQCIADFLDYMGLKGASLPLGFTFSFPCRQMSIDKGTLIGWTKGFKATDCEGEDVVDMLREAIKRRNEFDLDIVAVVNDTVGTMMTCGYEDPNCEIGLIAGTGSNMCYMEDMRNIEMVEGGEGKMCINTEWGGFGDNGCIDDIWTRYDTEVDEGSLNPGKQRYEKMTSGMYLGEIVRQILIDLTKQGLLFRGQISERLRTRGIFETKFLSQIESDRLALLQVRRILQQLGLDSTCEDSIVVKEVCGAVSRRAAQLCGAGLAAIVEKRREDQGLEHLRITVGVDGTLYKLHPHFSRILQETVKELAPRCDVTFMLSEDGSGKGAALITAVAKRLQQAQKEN
#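 test system = in-house recombinant HK5 (HKDC1) enzyme | amount = HKDC1 at 5 µg/mL | control set = DMSO-enzyme wells negative, buffer-substituted wells positive | compound = one dose of 20 µM, 1% DMSO | schedule = reaction time 90 min, room temperature, protected from light | technique = resorufin fluorescence at 613 nm | reagent = glucose with 1 mM ATP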
# hIAP act = human IAP activators, primary screen, biochemical, luminescence, uHTS | purified human IAP, CDP-Star luminescence, 30 min; hits give high values; 1 = vehicle-only enzyme, 0 = enzyme-free background | 330,000 tested, 0.16% active | activation factor at 10 µM | Intestinal-type alkaline phosphatase (Homo sapiens), P09923;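 active = activation factor of the enzyme at least 2-fold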; also: the source names both 10 and 20 µM as test concentration; values of inactives mirror those of a sister screen read the other way
# Active calls of the source: *.
APOBEC3A inh	hIAP block	ATG4B inh	mIAP activ	Structure	mIAP block	PfG6PD inh	HKDC1 inh	hIAP act
-4.0	15.4	-5.3	0.972	Cc1ccc2c(CN3CCCCC3)cc(=O)oc2c1	2.8	4.3	-4.1	0.846
-2.1	-39.5	-0.9	0.922	Brc1ccc2nc(CSc3ncn[nH]3)cn2c1	7.8	4.1	-6.1	1.4
-2.5	-15.7	2.3	1.03	c1ccc(COc2ccc(OCCCN3CCCCC3)cc2)cc1	-3.2	-15.7	1.4	1.16
-0.5	7.7	2.4	0.945	CS(=O)(=O)c1cnc2c(-c3ccc(F)cc3)cnn2c1N	5.5	6.0	-8.6	0.923
0.5	6.3	-15.8	0.921	CC(OC(=O)c1nc(Cl)ccc1Cl)C(=O)NC1CCCCC1C (configuration not stated)	7.9	-4.7	-2.3	0.937
1.6	18.8	10.0	1.07	CCOC(=O)C1=C(COC(=O)Cc2c(F)cccc2Cl)NC(=O)NC1C (configuration not stated)	-7.5	4.2	-5.9	0.812
-2.6	9.4	-3.3	1.07	COc1ccc(-c2c([C@H]3[C@@H]4C=CCC[C@@]4(C)C(=O)N3Cc3ccccc3)ccc3ccccc23)cc1OC	-7.4	4.3	8.7	0.906
-2.4	-9.2	4.3	0.968	Nc1nnc(-c2ccccc2F)s1	3.2	9.3	-7.2	1.09
-1.7	-5.0	-8.2	0.874	COC(=O)c1nc(NC2=NCCCCC2)n[nH]1	12.6	13.4	-0.1	1.05
-2.2	1.8	9.6	0.969	O=C(COc1ccccc1)NCC(=O)Nc1cccc(S(=O)(=O)NC2=NCCC2)c1	3.1	-3.3	4.3	0.982
-0.4	10.5	-12.8	1.01	CN(CC(=O)Nc1cccc(F)c1)C(=O)Cn1c(=O)oc2ccccc21	-1.4	4.2	-4.8	0.895
6.2	-14.9	-2.2	1.03	CCc1cc(C(N)=O)c(NC(=O)c2ccc(OC)cc2)s1	-2.8	63.8*	-4.2	1.15
-2.9	-0.2	-5.0	1.04	CCOC(=O)CN=C/C(C(C)=O)=C(/C)O	-4.3	-15.2	-6.6	1
-3.9	-9.6	8.7	0.99	O=C(CSCc1ccccc1F)NCc1ccccc1	1.0	-11.5	-4.9	1.1
-0.4	7.9	-9.5	0.974	Cc1ccc(C)c(NC(=O)CS(=O)(=O)c2cn(C)c3ccccc23)c1	2.6	9.4	4.0	0.921
-5.0	-12.8	-16.2	1.01	CC(C)N(Cc1nc(-c2ccc3c(c2)OCO3)no1)CC1CCC(=O)N1 (configuration not stated)	-1.2	-4.0	-7.2	1.13
-0.6	-0.3	-1.8	0.979	COc1ccc(-c2csc(NC(=O)CSc3nnnn3C)n2)cc1OC	2.1	7.9	-3.0	1
-3.9	-2.3	-13.6	1.03	COc1cc(/C=C2/NC(=O)N(Cc3ccccc3F)C2=O)cc(OC)c1O	-3.2	32.7	15.8	1.02
-0.7	-5.9	8.4	1.06	CCOC(=O)C1(CCc2ccccc2)CCN(C(=O)c2ccoc2)CC1	-5.7	-15.4	-9.7	1.06
-0.2	-7.8	0.2	1.07	Cc1ccc(S(=O)(=O)N2CCCCC2CCNC(=O)C(=O)NCc2ccco2)cc1 (configuration not stated)	-7.2	9.4	-7.1	1.08
-4.6	-16.7	0.2	1.08	COc1ccc(NC(=O)CC(Cc2ccc(Cl)cc2)C(=O)O)cc1 (configuration not stated)	-8.0	-15.8	4.0	1.17
-3.8	10.1	2.3	0.983	O=[N+]([O-])c1cc(/C=N/N2CCCCC2)ccc1Cl	1.7	6.0	-4.8	0.899
-1.2	-11.3	-5.9	0.895	CCC(C)[C@H](NC(=O)Nc1cccc(Cl)c1)C(=O)O (some centres not stated)	10.5	-5.8	2.4	1.11
-0.7	-3.5	5.2	1.09	CNC(=O)CN(c1cc(C)ccc1C)S(C)(=O)=O	-9.5	-14.9	2.3	1.03
-0.1	-2.5	-4.7	0.974	CCCCN(CCCNC(=O)C1CCN(S(=O)(=O)CC)CC1)c1ccccc1	2.6	10.2	-5.0	1.02
43.6*	9.0	-2.4	0.93	CCn1c(SCC(=O)N2CCCC2)nnc1-c1ccc(N)cc1	7.0	29.5	-1.4	0.91
-3.9	-10.5	1.9	0.932	CCOc1ccc(CN(C)CC(=O)Nc2cccc3ccccc23)cc1OC	6.8	8.7	-7.8	1.1
0.8	-17.9	-7.3	1.06	COc1ccc(C(=O)Nc2ccccc2NC(=O)c2ccco2)c(OC)c1	-6.2	-4.9	-8.0	1.18
-2.7	2.9	-5.1	0.994	CC(C)c1ccc(NC(=O)c2cc(S(=O)(=O)N3CCCCC3)c[nH]2)cc1	0.6	-5.5	-9.0	0.971
74.4*	3.9	3.0	0.923	O=C(O)c1cc2nc(-c3cccs3)cc(C(F)(F)F)n2n1	7.7	-3.7	6.4	0.961
-2.7	10.3	-20.3	0.935	COc1ccc(C(=O)Nc2ccc3ccccc3c2)c(OC)c1	6.5	73.7*	1.2	0.897
-3.4	-4.1	-4.2	0.922	Cc1cccc(C(=O)OC2CCOC2=O)c1O (configuration not stated)	7.8	-2.0	-4.6	1.04
-2.5	-14.1	1.3	0.918	O=S(=O)(NCc1cccnc1)c1ccc(Cl)c2ccccc12	8.2	-9.9	4.3	1.14
3.5	3.2	-5.7	1.01	COc1ccc(-c2cnc(N)n2C)cc1	-1.3	-8.0	3.5	0.968
-4.9	-18.0	31.6	0.895	CCCn1c(=S)[nH]c2cc(C(=O)N3CCc4ccccc4C3)ccc2c1=O	10.5	27.4	-11.1	1.18
-0.2	8.9	-4.9	0.886	CCNc1nc2nonc2nc1NCC	11.4	4.9	-6.1	0.911
-2.4	-6.3	-7.8	1.07	c1cn(CCCNC2CCCCCCC2)cn1	-7.3	4.7	-2.5	1.06
-0.3	-34.7	-1.7	0.976	COc1ccc(-c2nc(CS(=O)(=O)CC(=O)NCCc3ccccc3)c(C)o2)cc1	2.4	-5.3	-3.4	1.35
-0.1	-2.8	10.5	0.969	Cc1cc(C)c2sc(NC(=O)C3CC3)nc2c1	3.1	43.5	3.7	1.03
-0.2	-2.5	4.7	1.03	CN1CCN(c2nc3cc(C(F)(F)F)ccc3n3cccc23)CC1	-2.9	-7.2	-5.2	1.02
2.5	3.7	-0.8	0.895	COc1ccccc1Nc1c2ccccc2nc2ccccc12	10.5	3.3	1.1	0.963
-1.5	1.2	-1.3	0.744	N#C/C(=C\c1ccc(C(=O)O)cc1)S(=O)(=O)c1cc(Br)ccc1Br	25.6	-7.1	15.5	0.988
0.6	7.2	-1.5	1	COc1ccc(NC(=O)C2CC(c3c(F)cccc3Cl)=NO2)cc1OC (configuration not stated)	-0.5	-12.1	-6.5	0.928
7.5	-7.6	-4.7	1	Cc1cnc(C(=O)OCC(=O)C23CC4CC(CC(C4)C2)C3)cn1	0.0	-1.1	-4.1	1.08
-4.1	-5.2	1.7	0.929	O=C(CC(C(=O)O)c1cccc(Br)c1)c1ccc(Cl)cc1 (configuration not stated)	7.1	-9.2	12.1	1.05
-1.5	-19.4	1.1	1.04	COc1ccc(NC(=O)c2ccco2)cc1S(=O)(=O)N1CCCCC1	-4.5	-1.8	-3.5	1.19
0.3	13.5	4.3	0.967	Cn1c(CO)nc2cc(N)ccc21	3.3	3.1	-6.9	0.865
-5.2	15.7	1.4	0.905	CN(Cc1ccc(N(C)C)cc1)C(=O)c1cc2ccccc2o1	9.5	15.5	2.1	0.843
-6.9	26.0	5.3	0.963	O=C(Nc1ccccc1Cl)C1CCCN(c2ncnc3c2nc2n3CCCCC2)C1 (configuration not stated)	3.7	3.3	1.0	0.74
-3.3	10.8	-32.4	1	O=C(COC(=O)c1cc(=O)[nH]c2ccccc12)Nc1nc(-c2cccc(Br)c2)cs1	-0.1	-2.6	15.6	0.892
-1.2	-17.4	-1.8	1.08	O=C(NCC1CCCO1)c1c(O)c2ccccc2[nH]c1=O (configuration not stated)	-8.1	4.4	-7.6	1.17
-0.2	-15.6	-8.1	0.949	CCOC(=O)c1[nH]c(C)c(C(=O)Nc2ccc3c(c2)CCC3)c1C	5.1	-13.1	-3.4	1.16
0.0	-22.6	1.2	1.05	O=S(=O)(NCc1ccccc1)c1ccc2c(c1)OCCO2	-4.8	-9.4	4.6	1.23
-3.0	-7.4	-1.1	0.997	CC1CCCCC1NC(=O)COc1ccccc1C#N (configuration not stated)	0.3	14.2	-2.5	1.07
-7.2	2.6	10.2	1.01	O=C(O)COc1c(-c2ccccc2)oc2ccccc2c1=O	-0.6	-27.1	3.1	0.974
2.9	-20.2	2.9	1.08	O=C(c1cc(-c2ccc(Cl)cc2Cl)on1)N1CCOCC1	-7.8	-0.1	-4.1	1.2
0.8	-7.8	-4.0	0.995	CC(=O)Nc1cccc(C(=O)Nc2ccc(S(=O)(=O)NC3=NCCCCC3)cc2)c1	0.5	-11.7	0.9	1.08
0.1	-2.5	2.7	0.914	CCc1ncc(C)[nH]1	8.6	-17.8	-4.6	1.02
4.0	20.8	0.6	1.01	COc1cc2cnc(CCO[C@H]3CCCCO3)cc2cc1OC	-1.0	0.0	0.1	0.792
-1.9	8.4	-6.3	1.01	NNC(=O)c1ccc(Cn2cc(Br)cn2)o1	-1.2	-2.4	-1.2	0.916

# Later entries
APOBEC3A inh	hIAP block	ATG4B inh	mIAP activ	Structure	mIAP block	PfG6PD inh	HKDC1 inh	hIAP act
-0.3	28.9	-2.1	0.753	CC(C)(C)[C@H]1C=C(C(=O)Nc2ccccc2)O[C@@H](OCc2ccc(CO)cc2)C1	24.7	24.7	-0.5	0.711
11.0	21.9	5.2	1	CC(c1ccco1)N(C(=O)C12CC3CC(CC(C)(C3)C1)C2)c1ccccn1 (configuration not stated)	-0.3	-2.9	4.6	0.781
-2.5	-2.5	-12.6	0.955	COc1ccc(C(=O)/C=C/c2cn(CC(O)CN3CCN(C)CC3)c3ccccc23)cc1OC (configuration not stated)	4.5	-0.2	0.3	1.02
3.6	-6.8	-7.0	0.953	O=S1(=O)CCC(N=Nc2c(O)n(Cc3ccccc3)c3ccccc23)C1 (configuration not stated)	4.7	-13.1	19.7	1.07
-0.7	-2.2	7.3	0.882	COC(=O)c1ccc(Oc2ccc(C(F)(F)F)cn2)cc1	11.8	-1.0	-2.0	1.02
3.9	-0.2	-2.9	0.937	CCCN1CCN(S(=O)(=O)c2ccc3c(c2)OCCO3)CC1	6.3	-10.0	-5.0	1

# Two of the compounds above, with each value named:
> CCNc1nc2nonc2nc1NCC
  APOBEC3A inh: -0.2; hIAP block: 8.9; ATG4B inh: -4.9; mIAP activ: 0.886; mIAP block: 11.4; PfG6PD inh: 4.9; HKDC1 inh: -6.1; hIAP act: 0.911
> COc1ccc(-c2nc(CS(=O)(=O)CC(=O)NCCc3ccccc3)c(C)o2)cc1
  APOBEC3A inh: -0.3; hIAP block: -34.7; ATG4B inh: -1.7; mIAP activ: 0.976; mIAP block: 2.4; PfG6PD inh: -5.3; HKDC1 inh: -3.4; hIAP act: 1.35

# Compounds were not picked by outcome; about 2.4% have a hit in one of these screens.
